FN deposit inh: fibronectin deposition inhibition. AH1F fibroblasts, Alexa488-fibronectin deposition fluorescence, overnight. inhibition, % at 12.6 µM. actives 0.086% (n = 350,000);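 active means mean inhibition across replicates of 30% or more, regardless of how many single replicates reach that level; inconclusive means mean under 30% yet at least half of replicates reach 30%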;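 further: positive control wells lacked labelled fibronectin entirely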
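Material: AH1F fibroblast monolayer depositing Alexa488-labelled fibronectin into matrix | Input: 10000 AH1F cells/well | Medium: DMEM plus 2% serum, read in PBS | Reagent: Alexa488-fibronectin, 24 nM final in well | Compound dosing: One dose per compound, pinned | Schedule: 1 h adhesion, overnight exposure | Measured by: Fluorescence at 485 nm excitation, 525 nm emission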
EWS-Fli inh: inhibitors of EWS/Fli oncoprotein transcriptional activity; inhibition, % at 12.6 µM; AID 651661; actives 0.67% (n = 350,000); A673 NR0B1-luciferase reporter, viability-normalised;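 active means mean inhibition of at least 50% after viability correction, with every replicate also passing that limit; inconclusive means mean reaches 50% but only one of two replicates passes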;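 further: firefly luciferase signal divided by Alamar Blue viability fluorescence both relative to DMSO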
GSIS activator: primary screen for activators of insulin secretion dependent on glucose, INS-1E cells, GLuc reporter luminescence; actives 0.61% (n = 370,000); INS-1E GLuc reporter insulin secretion, 2-3 h; AID 743287; activation, % at 16.6 µM;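 active means lowest replicate activation of at least 40%, so every replicate reaches that level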;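 further: 0% = median of neutral control wells and 100% = median of IBMX positive control wells; some compounds called inactive have numbers as strong as hits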
F508del corr: CFTR F508del correction in bronchial cells; activity (quench increase), % at 7.58 µM; actives 0.36% (n = 350,000); CFBE cells, YFP halide quenching; stimulated with forskolin plus potentiator P3; % fluorescence drop versus neutral controls;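 active means mean added fluorescence quench of at least 8% versus neutral control, with both replicates also reaching 8%; inconclusive means only one of the mean or replicate conditions met; inactive means mean below 8% and not both replicates reaching 8%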;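 further: cells transiently co-express mutant CFTR-F508del with the halide-sensitive YFP; corrector assay measuring rescue of mutant channel to the surface after 24 h compound exposure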
miR-122 sensor: blocks miR-122 activity in Huh7 sensor cells; Huh7 miR-122 Renilla luciferase sensor, 48 h; neutral wells = 0, positive control = 100; activation (reporter increase), % at 12.5 µM; actives 0.3% (n = 340,000); AID 602342;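 active means mean replicate activation score at least 90 and every replicate individually at or above 90; inconclusive means only one of the two criteria met; inactive means neither criterion met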;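 further: higher luciferase means less miR-122 activity so hits act as miR-122 inhibitors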
DENV2 CPE rescue: inhibitors of DENV2 cytopathic effect; actives 1.7% (n = 350,000); AID 651640; CPE inhibition, % at 9.99 µM; DENV2-infected cells, cytopathic effect rescue, plate reader; in the data active means CPE inhibition above about 20%, passing the limit was not always enough; inconclusive means no clear call, values can overlap the other calls; tested in BHK-21 cells;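 further: 0% = median of neutral control wells and 100% = median of positive control wells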
PAX8 inh HTS: lowers PAX8-driven luciferase in RMG-I cells; AID 652154; actives 1.2% (n = 360,000); RMG-I TPO-luciferase reporter, SteadyGlo, 24 h; inhibition, % at 12.6 µM;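 active means mean replicate inhibition at least 60% with every replicate also reaching 60%; inconclusive means only one of the two criteria is met; inactive means mean below 60% and not all replicates reaching 60%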;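 further: luciferase light reporting Pax8 driven TPO promoter activity; plate controls were median of neutral control wells for no effect and mitoxantrone controls for full effect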
The depositor's hits bear a star; ? = inconclusive; nt = not tested or not shown; [ ] = remark or other dose.

SMILES | FN deposit inh | EWS-Fli inh | GSIS activator | F508del corr | miR-122 sensor | DENV2 CPE rescue | PAX8 inh HTS
CC(OC(=O)C1CC1C)C(=O)Nc1ccc(Cl)cn1 (configuration not stated) | nt | -1.1 | 7.1 | 1.1 | 2.0 | -2.0 | -7.4
C[C@@H]1CN([C@H](C)CO)C(=O)c2cc(-c3cccnc3)cnc2O[C@@H]1CN(C)C(=O)C1CC1 | 2.2 | -6.9 | 11.0 | 1.1 | 1.2[16.7 µM] | 4.5 | nt
COC(=O)C[C@H]1CC[C@H]2[C@H](COc3ccc(NC(=O)c4cnccn4)cc3C(=O)N2C)O1 | 4.8 | -6.2 | 5.1 | 2.4 | 4.4[16.7 µM] | -1.2 | 1.6
Cc1csc(NC(=O)CSc2ccc(-c3ccc(F)cc3)nn2)n1 | 0.4 | -6.0 | 5.3 | nt | nt | -4.5 | 17.7
COc1cccc(CNC(=O)COC(=O)CCCNC(=O)c2ccc(Cl)cc2)c1 | -17.1 | -0.8 | 10.5 | -1.7 | nt | -7.3 | -22.8
COc1ccc(NC(=O)Nc2cccc3c2O[C@@H](CN(C)Cc2ccc(Oc4ccccc4)cc2)[C@@H](C)CN([C@H](C)CO)C3=O)cc1 | nt | -4.4 | -14.5 | -0.8 | -3.7[16.7 µM] | -2.4 | 28.9
CCc1nn2c(=O)cc(COc3cccc(NC(=O)c4ccco4)c3)nc2s1 | 19.9 | nt | 8.7 | -1.5 | -2.8 | -6.2 | 2.7
CCOC(=O)/C(=N/Nc1ccccc1)c1csc(Nc2ccccc2)n1 | 6.9 | nt | 6.3 | nt | 8.5 | nt | nt
Cc1ccc(C(C(=O)NC2CCCC2)N2CCCCC2)cc1 (configuration not stated) | 0.0 | -1.9 | 0.1 | -1.0 | -6.1 | -4.3 | 6.8
CO[C@H](CN(C)S(=O)(=O)c1cccc(Cl)c1)[C@H](C)CN(C(=O)Nc1ccccc1F)[C@@H](C)CO | -8.6 | -13.4 | -14.3 | -2.1 | nt | 1.5 | nt
Cc1c(N=C2N=C(NC(=O)Nc3ccc(Cl)cc3)c3ccccc32)c(=O)n(-c2ccccc2)n1C | -6.0 | 4.5 | -11.8 | -0.4 | nt | -2.5 | -2.0
O=c1[nH]c(=S)[nH]cc1S(=O)(=O)c1cccc(Cl)c1 | 2.3 | -4.9 | 18.9 | 3.0 | nt | 2.2 | 0.7
Cc1csc(NC(=O)CS(=O)(=O)Cc2ccccc2)n1 | nt | 2.3 | -6.5 | nt | -5.3 | 0.1 | 2.4
CC1CCCN(CCOCCOc2ccc(Br)cc2Cl)C1 (configuration not stated) | 3.8 | nt | 20.2 | nt | 11.4 | nt | -1.5
O=C1C=C(c2ccc3[nH]ccc3c2)CCC1 | -5.8 | -106.8 | 25.1 | -2.0 | nt | 9.4 | -223.9
N#Cc1ccc(C2CC(OCCF)=CC(=O)O2)cc1 (configuration not stated) | 2.6 | 7.3 | -4.9 | -1.3 | nt | -3.4 | 1.4
CC(=O)Nc1ccc(Nc2cc(C)nc(Nc3ccc(NC(C)=O)cc3)n2)cc1 | -2.3 | -3.5 | -26.0 | 0.8 | nt | 1.6 | -9.5
CCCCN(C(=O)c1ccc(C)o1)c1c(N)n(CCCC)c(=O)[nH]c1=O | -1.2 | -3.1 | 10.7 | -1.4 | 0.7 | 0.0 | -2.3
C=CCN(CC=C)CCCOc1ccc(C)cc1OC | -5.0 | -3.6 | 11.3 | 1.7 | nt | nt | 0.0
COC(=O)C(C)Sc1nnc2n(-c3cccc(C)c3)c(=O)c3c4c(sc3n12)CCCC4 (configuration not stated) | -1.6 | 6.7 | 17.7 | -2.2 | -5.1 | 3.0 | -18.2
Cc1ccccc1-c1cc2nc(Oc3ccc4c(c3)OCO4)n(C)c(=O)c2s1 | -3.9 | -0.9 | 7.2 | -0.6 | -2.5 | 1.3 | -2.1
O=C(O)C1C2C=CC(C2)C1C(=O)NCc1ccco1 (configuration not stated) | -1.4 | -1.5 | -5.8 | -0.2 | 2.4 | 1.0 | -1.7
COc1ccc(NC(C)C(=O)Nc2cc(C(F)(F)F)ccc2N2CCOCC2)c(OC)c1 (configuration not stated) | 4.9 | 6.4 | -4.4 | -0.8 | -1.4 | -2.6 | 7.3
COc1ccccc1CCC(=O)Nc1ncc(C)s1 | -1.9 | -23.4 | -5.2 | nt | 13.0 | -4.4 | -42.6
Cc1noc(C)c1NC(=O)Nc1cccc2c1O[C@@H](CN(C)C(=O)Nc1c(C)noc1C)[C@H](C)CN([C@@H](C)CO)C2=O | nt | 3.9 | 6.3 | 2.1 | -2.2[16.7 µM] | 14.2 | -9.3
O=S(=O)(Nc1cccnc1)c1cccc(Cl)c1 | -0.4 | nt | 6.6 | nt | -5.2 | nt | nt
Cc1nc2c(cc(Oc3ccc(S(=O)(=O)N4CCOCC4)cn3)c3ccsc32)s1 | -3.9 | nt | nt | nt | 7.9 | nt | -40.5
Cc1ccc(C)c(OCC(=O)O/N=C(\N)c2cccc([N+](=O)[O-])c2)c1 | -2.2 | -8.8 | nt | -0.7 | 3.5 | ? | -15.2
Nc1nc(SCc2ccccc2)[nH]c(=O)c1-c1ccccc1 | nt | -98.3 | -0.2 | 3.7 | nt | -3.9 | nt
COc1cc([C@@H]2CC=C(C(=O)O)[C@H](c3cccc(Cl)c3)N2S(=O)(=O)c2ccc(C)cc2)cc(OC)c1OC | -17.6 | -1.7 | 1.7 | -0.1 | nt | 2.5 | 13.8
CO[C@H](CN(C)Cc1ccc(-c2ccccn2)cc1)[C@H](C)CN(C(=O)Nc1ccc(F)cc1)[C@H](C)CO | 9.3 | -6.7 | -2.7 | 1.6 | nt | -0.4 | nt
Cc1ccc(S(=O)(=O)Nc2ccc3c(c2)C(=O)N([C@H](C)CO)C[C@H](C)[C@H](CN(C)S(=O)(=O)c2ccc(F)cc2)O3)cc1 | nt | -0.1 | -24.4 | -0.2 | -7.9[16.7 µM] | 7.1 | nt
CCCCn1c(N)c(N(Cc2ccccc2OC)C(=O)CN2C(=O)NC3(CCCC3)C2=O)c(=O)[nH]c1=O | -4.5 | 4.0 | 37.7 | 1.6 | 0.1 | -4.1 | 3.8
CN(C(=O)CCNC(=O)Cn1cnc2ccccc2c1=O)c1ccc(F)cc1 | -5.8 | -4.7 | -12.0 | 1.2 | 1.6 | ? | -3.4
CC(C)CC1Nc2ncnc(N3CCCCC3)c2N(Cc2ccc(Br)cc2)C1=O (configuration not stated) | -5.9 | 6.7 | 9.8 | 2.4 | 2.3 | -2.3 | -1.5
COc1cc(NC(=O)CCNS(=O)(=O)c2cc(Br)cnc2N)cc(OC)c1 | 5.6 | nt | -5.4 | -0.9 | 1.4 | -5.9 | -1.7
CC(C)c1nc(CNC(=O)CC2C(=O)NCCN2Cc2cccc(F)c2F)cs1 (configuration not stated) | -6.5 | 4.6 | -3.6 | -1.6 | nt | -4.3 | 15.3
COCC#Cc1ccc([C@@H]2[C@@H](C#N)N(C(=O)NC3CCCC3)[C@@H]2CO)cc1 | -1.4 | -6.0 | 2.5 | -2.6 | nt | 9.8 | 8.9
CCCCOc1ccc(C(=O)OCC(=O)Nc2cc(C)c(C)cc2[N+](=O)[O-])cc1 | -5.8 | -1.4 | -0.4 | 2.2 | nt | -1.0 | 4.9
CC(C)(C)NC(=O)c1cc([N+](=O)[O-])ccc1N1CCCCC1 | nt | -13.7 | -13.2 | nt | nt | nt | 13.4
CCCNC(=O)[C@@H]1[C@@H](CO)[C@@H]2Cn3c(ccc(-c4ccc(F)cc4)c3=O)[C@@H]2N1CC1CC1 | nt | 3.9 | 2.5 | 2.4 | -3.7[16.7 µM] | -8.3 | 6.5
C[C@@H]1CN([C@H](C)CO)S(=O)(=O)c2ccc(Br)cc2O[C@H]1CN(C)C(=O)c1cnccn1 | -3.8 | -3.4 | 26.7 | 1.3 | -3.1[16.7 µM] | 2.5 | nt
O=[N+]([O-])c1cc(C(F)(F)F)ccc1NCCCCNS(=O)(=O)c1ccc(Cl)cc1 | 3.4 | 8.1 | nt | -4.0 | 2.2 | nt | 42.7
O=C(/C=C/c1cccs1)N1CCc2ccccc21 | 8.0 | 2.9 | -5.2 | nt | 7.2 | 0.3 | -30.9
C[C@@H]1ON(C)[C@H]2C[C@H]3c4cc(Nc5ccccc5)ccc4CCN3C[C@@H]12 | -1.6 | -22.0 | -17.7 | -1.8 | nt | 1.9 | -27.4
Cc1cccc(-c2cc3nc4c(c(N5CCOCC5)n3n2)CCCC4)c1 | nt | -50.1 | 1.6 | 2.0 | -7.0 | nt | nt
COc1ccc(N(CC(=O)N/N=C/c2ccc(OC3CSC3)cc2)S(=O)(=O)c2ccccc2)cc1 | 7.0 | 2.5 | 2.2 | 1.1 | nt | -4.6 | 51.5
Cc1sc2ncnc(N3CCC(C(=O)NNC(=O)c4ccccc4Cl)CC3)c2c1C | 6.2 | 11.8 | 6.7 | 0.7 | -9.3 | -0.3 | 28.9
C[C@H](CO)N1C[C@H](C)[C@H](CN(C)C)Oc2ccc(NC(=O)C3CCCCC3)cc2C1=O | nt | -5.3 | 10.9 | 3.0 | 5.2[16.7 µM] | -2.6 | -8.3
O=C(C[C@@H]1CC[C@H]2[C@@H](COC[C@H](O)CN2Cc2cc(F)ccc2F)O1)NCc1ccc(F)cc1 | -10.9 | -7.8 | -6.6 | 2.1 | 1.5[16.7 µM] | -4.2 | -13.8
O=C(Cn1cnc2ccccc21)NCc1ccccc1 | -3.4 | nt | -0.1 | nt | -6.4 | nt | nt
COCCCNC(=O)CC1C[C@H](C(=O)N2CCCCC2)[C@@]2(CCc3ccccc3)c3[nH]c4ccc(OC)cc4c3CCN2C1=O (some centres not stated) | -9.3 | 1.2 | 0.7 | 1.4 | nt | -4.3 | -12.9
O=C(Cc1ccccn1)N1CC(=O)N2[C@H](C1)[C@H](c1ccc(C#CC3CCCCC3)cc1)[C@@H]2CO | -3.9 | 8.2 | -11.5 | -0.1 | nt | -4.4 | 29.4
Cc1ccc(C(=O)CCC(=O)NCc2ccc(Cl)cc2)cc1 | -4.6 | 0.0 | -15.9 | -3.1 | -1.3 | -5.1 | 2.7
CCCCC(=O)Nc1ccnc(-c2cccnc2)n1 | 4.7 | nt | -4.8 | nt | 1.0 | nt | nt
COc1ccc(-n2c(=O)c(CCC(=O)N3CCC(C)CC3)nc3ccccc32)cc1 | 5.0 | -0.3 | -5.0 | -1.9 | -2.3 | 18.4 | 16.5
COc1ccc(-c2cc(C(=O)Nc3ccc(C(N)=O)cc3)c3ccccc3n2)cc1OC | nt | -16.4 | -6.5 | -1.2 | nt | 4.2 | 4.4
CC(C)NC(=O)CSc1nc2sccc2c(=O)n1-c1ccccc1 | 7.2 | -2.7 | 15.8 | -0.8 | 0.0 | -5.3 | 1.5
Cc1ccc(C(=O)CCS(=O)(=O)c2ccc(F)cc2)cc1 | 3.1 | nt | -11.2 | -3.8 | nt | -6.2 | 10.6
Cc1ccc(C(=O)N/N=C/c2ccc(OC(=O)c3ccccc3Cl)cc2)cn1 | 0.3 | -9.6 | -2.9 | -0.3 | nt | -2.8 | -23.5
Cc1ccc(NC(=S)N2CCC(NC(=O)C3CCCCC3)CC2)cc1C | 8.2 | -4.8 | 7.4 | -1.3 | -2.5 | 8.3 | -14.5

Given in markdown: entries from further up.
| Structure | FN deposit inh | EWS-Fli inh | GSIS activator | F508del corr | miR-122 sensor | DENV2 CPE rescue | PAX8 inh HTS |
| --- | --- | --- | --- | --- | --- | --- | --- |
| CCOC(=O)/C(=N/Nc1ccccc1)c1csc(Nc2ccccc2)n1 | 6.9 | nt | 6.3 | nt | 8.5 | nt | nt |
| Cc1ccc(C(C(=O)NC2CCCC2)N2CCCCC2)cc1 (configuration not stated) | 0.0 | -1.9 | 0.1 | -1.0 | -6.1 | -4.3 | 6.8 |

Assay outcomes: PubChem, Broad Institute
